West Nile virus CPE – inhibition of WNV-induced cytopathic effect – cell-based, CPE readout (AID 1621); West Nile virus-infected cells, CPE inhibition; higher % means a stronger effect; CPE inhibition, % at 10 µM; hits with a dose series show IC50 in µM; 290,000 tested, 0.02% active; in the data active = a potency from the dose series; note: strong numbers were not always called active
Siah-1 displacement – Siah-1 peptide-binding antagonists, primary screen, biochemical, fluorescence polarization, rhodamine-plectin, uHTS (AID 1817); Siah-1 / rhodamine-plectin peptide fluorescence polarization; higher % means a stronger effect; displacement, % at 20 µM, or IC50 in µM where a hit was titrated; 290,000 tested, 0.02% active;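 active = displacement of at least 50% at 20 µM, with a fluorescence ratio check between 0.3 and a set limit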;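 note: plate controls were Siah plus tracer with DMSO for no effect and tracer alone without Siah for full effect; strong numbers were not always called active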
Salmonella PhoP GFP – PhoP-dependent GFP reporter repression – Salmonella Typhimurium, primary screen (AID 1863) | S. Typhimurium PhoP-regulated promoter GFP reporter, 4 h; higher % means a stronger effect | inhibition, % at 50 µM; hits with a dose series show IC50 in µM | 300,000 tested, 0.16% active;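 active = inhibition over 29.93%, a cutoff 3 SD above the screen mean, later confirmed by dose response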;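 note: 0% = low Mg2+ inducing control and 100% = high Mg2+ repressing control; strong numbers were not always called active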
Active calls of the source: *. Only part of the results is shown (hit frequency here may not be typical).

SMILES	West Nile virus CPE	Siah-1 displacement	Salmonella PhoP GFP
CC1CC(C)CN(CC(O)COCc2ccccc2F)C1 (stereo not given)	-0.8%	1.6%	5.5%
COc1ccccc1CNC(=O)[C@H](C)NC(=O)C1CCN(C(=O)[C@@H](N)C(C)C)CC1	-0.1%	-3.3%	-0.5%
CC(=O)c1cccc(NC(=O)c2ccc(C)c(S(=O)(=O)N3CCOCC3)c2)c1	0.2%	8.1%	9.5%
FC(F)(F)c1ccccc1CNCc1ccc2c(c1)OCO2	-0.8%	9.7%	2.5%
COC(=O)Cn1cnc2c(cnn2-c2ccc(OC)cc2)c1=O	0.6%	-1.9%	-1.7%
COc1ccc(/C=N/NC(=O)c2nn(C)cc2Br)cc1CSCc1ccco1	-0.3%	-2.2%	-2.2%
CC(=O)C1[C@H](N(C)C)CC2C3CC=C4CC(O)CC[C@]4(C)C3CC[C@@]21C (stereo not given in full)	-0.6%	9.3%	-2.2%
C[C@H]1CN=C(Nc2ccccc2)N1CCC1CCCCC1	-1.3%	2.4%	9.0%
CSc1ccc(/C=C2/C(=N)N3N=C(CC(=O)N4CCCC4)SC3=NC2=O)cc1	0.1%	1.5%	-11.1%
O=C(NCCc1ccccc1)C(=O)NCC1OCCN1S(=O)(=O)c1ccc2c(c1)OCCO2 (stereo not given)	-0.7%	-3.0%	-4.1%
Cc1ccc(F)c(Oc2cc(NN3CCCCC3)c([N+](=O)[O-])cc2[N+](=O)[O-])c1	1.3%	12.7%	9.3%
CC(=O)c1cc(CN2CCC(C(=O)Nc3cccc(-c4cscn4)c3)CC2)cs1	-0.6%	10.3%	-10.6%
CC1(C)SC2c3ccccc3C(=O)N2[C@@H]1C(=O)O (stereo not given in full)	1.6%	-0.6%	-4.1%
CCN(CC(=O)N1CCOCC1)S(=O)(=O)c1cc(Cl)ccc1Cl	0.1%	-0.3%	4.0%
C#CCOc1c(Cl)cc(C2C3=C(CCCC3=O)N(CC(=O)O)C3=C2C(=O)CCC3)cc1OC	-0.1%	4.4%	-2.1%
COc1ccc(C(=O)C2CCCN(C(=O)C3CCOCC3)C2)cc1OC (stereo not given)	-0.1%	14.7%	-8.4%
Cc1ccc(C(=O)N=c2sccn2C)cc1C	-0.4%	-0.3%	-1.4%
CCN(C(=O)CCS(=O)(=O)c1cccc2nonc12)c1ccc(C)c(C)c1	-0.7%	13.8%	1.1%
Cc1ccc(-c2nnn(CC(=O)N(CC(=O)NC3CCCC3)c3cccc(F)c3)n2)o1	-0.7%	9.9%	2.6%
COc1ccccc1CNC(=O)CN1C(=O)c2ccccc2S1(=O)=O	0.2%	-0.8%	14.1%
C=CCNC(=O)CSc1nc2sc3c(c2c(=O)n1CCC)CCC3	-1.2%	11.4%	6.7%
COc1cc(/C=N/Nc2ccc(Cl)nn2)cc(OC)c1O	0.0%	-3.8%	3.4%
COc1ccccc1N1CCN(S(=O)(=O)c2ccc3c(c2)NC(=O)CS3)CC1	-0.2%	1.1%	17.1%
COC(=O)c1ccccc1C(=O)N1CCCC(C(=O)c2ccc(OC)c(OC)c2)C1 (stereo not given)	-0.5%	0.9%	-3.1%
O=C(N1CCOCC1)N1CCN(S(=O)(=O)c2ccc(F)cc2)CC1	0.0%	0.2%	5.4%
COCC(=O)N1CCC(Oc2ccc(C(=O)N3CCCCC3COC)cc2)CC1 (stereo not given)	0.0%	12.5%	3.5%
COc1ccc(OC)c(C(=O)NC(CC(N)=O)c2ccc(N3CCC(N4CCCCC4)CC3)c([N+](=O)[O-])c2)c1 (stereo not given)	-0.3%	0.1%	8.2%
CN1CCN(S(=O)(=O)c2ccc(NS(=O)(=O)c3ccccc3)cc2)CC1	-0.5%	0.5%	3.0%
CCNc1nc(NCC)nc(NS(=O)(=O)c2ccc(N)cc2)n1	0.1%	-2.1%	5.0%
CC1=C(C(=O)Nc2ccccc2C(=O)NCc2ccccc2)SCCO1	1.1%	-2.6%	-5.3%
NC(=O)c1nsc(C(=O)N(CC(=O)NC2CCCC2)c2cccc(C(F)(F)F)c2)c1N	-1.1%	-5.1%	-0.2%
O=C(NC1CCCC1)c1ccc(Br)c(S(=O)(=O)N2CCCCC2)c1	-1.0%	9.2%	-0.3%
CCc1ccccc1N(CC(=O)N1CCCC1)S(C)(=O)=O	-0.1%	-4.0%	8.0%
C[C@H](NC(=O)c1ccc(C(C)(C)C)cc1)C(=O)N1CCC2(CC1)NCCc1[nH]cnc12	-0.1%	39.1%	-10.9%
COc1cccc2[nH]c(C(=O)NC(C)c3ccccc3)cc12 (stereo not given)	-1.1%	-3.8%	-5.1%
CSCCC(NC(=O)/C(=C\c1ccco1)NC(=O)c1ccco1)C(=O)O (stereo not given)	-0.1%	-2.0%	6.8%
CC(=O)Nc1nc2ccc(S(=O)(=O)N3CCCC3)cc2s1	1.6%	2.0%	-1.8%
CCN(CC)CC(=O)Nc1sc(C)cc1C(=O)c1ccccc1	-0.9%	2.1%	0.3%
CCOc1cccc(C(=O)Nc2ccc(NC(=O)c3cc4ccccc4o3)c(OC)c2)c1	-0.8%	-0.1%	-3.4%
Cc1cccc(C)c1NC(=O)NC1(C(=O)N2CCCCC2)CCCCC1	-0.5%	9.2%	-0.8%
CCOc1ccc(/C=N/N2C(C)CCCC2C)cc1OC (stereo not given)	-0.3%	-4.7%	3.3%
NS(=O)(=O)c1ccc(CNC(=O)C(c2ccccc2)c2ccccc2)cc1	-0.5%	-0.7%	-3.5%
Nc1nonc1-n1nnc(C(=O)N/N=C/c2ccoc2)c1CSc1ccccc1	0.4%	3.9%	-9.0%
CCOc1ccc(NC(=O)c2c(NC(=O)CNCCN3CCOCC3)sc3c2CCC3)cc1	-2.0%	-6.3%	5.0%
CC(C)N(Cc1ccccc1)C(=O)CN1C(=O)NC2(CCCc3ccccc32)C1=O (stereo not given)	-0.7%	0.6%	-2.4%
Cc1ccccc1C(=O)N1CCC(C(=O)NC2CCCCCC2)CC1	-0.7%	-3.6%	3.5%
CC(C)(C)C(=O)N1CCN(c2ccnc3cc(Cl)ccc23)CC1	-1.3%	0.4%	0.8%
O=C(CN1C(=O)S/C(=C\c2cc(Cl)c(O)c(Cl)c2)C1=O)Nc1ccccc1	0.6%	-4.0%	-8.2%
CC(=O)N1c2ccccc2-c2nc3ccccc3n2C1C (stereo not given)	-0.5%	-0.2%	2.8%
CCN(CC)S(=O)(=O)c1ccc(Cl)c(C(=O)NC2CCN(Cc3ccccc3)CC2)c1	-1.7%	0.8%	-2.5%

New compounds follow
SMILES	West Nile virus CPE	Siah-1 displacement	Salmonella PhoP GFP
O=C(Nc1cc2c(cc1C(=O)O)OCCCO2)c1ccc(F)cc1F	0.3%	3.4%	-1.0%
CC(C)c1nnc(NC(=O)C2CCCN2C(=O)Nc2cccc(Cl)c2)s1 (stereo not given)	0.7%	-5.6%	-2.1%
CS(=O)(=O)Oc1ccc(/C=C2\C(=N)N3N=C(CC(=O)N4CCOCC4)SC3=NC2=O)cc1Cl	-0.3%	-2.5%	0.1%
CC(C)C(=O)Nc1cc2c3c(c1)CCC(=O)N3CCC2	-0.2%	13.3%	-2.5%
Cc1cc(C)c(-c2cc(C(=O)Nc3cc(C)ccc3C)[nH]n2)c(O)c1	-0.5%	7.8%	0.5%
O=C(Nc1nc2ccccc2[nH]1)c1ccc(OC(F)F)cc1	-1.2%	10.2%	2.6%
CCCCn1c(=O)[nH]c(=O)c2c1nc(-c1ccc(-c3ccccc3)cc1)n2C	3.3%	0.0%	0.8%
Cc1ccc(/C(N)=N/OC(=O)C(C)c2ccc([N+](=O)[O-])cc2)cc1 (stereo not given)	-0.9%	-1.6%	1.4%
CCOc1ccc(NC(=S)N2CCC(NC(=O)c3ccco3)CC2)cc1	-0.4%	-2.9%	2.3%
Cc1cc(=O)oc2c(C)c(OC(C)C(=O)NCC(O)c3ccccc3)ccc12 (stereo not given)	-0.8%	1.4%	-5.5%
CCOc1ccc(-c2c(C(=O)N/N=C(\C)c3ccncc3)nnn2-c2nonc2N)cc1	-0.5%	8.4%	7.1%
CN1CCN(C(=O)CSc2nnc(COc3ccc(Cl)cc3)o2)CC1	-0.8%	-7.0%	5.2%
COc1ccc(S(=O)(=O)NC2CC2)cc1Cl	1.0%	-4.0%	1.2%
O=C(O)COc1ccc(NC(=O)c2ccc3c(c2)C(=O)N(C2CCCCC2)C3=O)cc1	-0.1%	0.5%	-2.2%
CN(C(=O)c1ccnn1C)C1CCCN(Cc2ccccc2F)C1 (stereo not given)	-0.3%	13.0%	1.4%
CC(C)n1c(SCC(=O)NC2CCCCC2)nnc1-c1ccco1	-0.1%	-8.0%	-6.1%
FC(F)(F)c1ccccc1CNCc1ccncc1	-0.9%	-1.3%	-0.6%
COc1cc(OC)c(C(=O)OCC(=O)N2CCOCC2)cc1OC	0.1%	-1.2%	1.7%
Cc1ccccc1NS(=O)(=O)c1cc(C(=O)NCc2ccncc2)ccc1Cl	0.0%	-4.1%	-1.7%
FC(F)(F)c1ccc(Cl)c(NC2=NCCCCC2)c1	-0.3%	-1.3%	4.0%

Rewritten with values ahead of the structure: seven of the compounds above
West Nile virus CPE	Siah-1 displacement	Salmonella PhoP GFP	Molecule
-0.3%	13.0%	1.4%	CN(C(=O)c1ccnn1C)C1CCCN(Cc2ccccc2F)C1 (stereo not given)
-0.9%	-1.3%	-0.6%	FC(F)(F)c1ccccc1CNCc1ccncc1
-0.5%	8.4%	7.1%	CCOc1ccc(-c2c(C(=O)N/N=C(\C)c3ccncc3)nnn2-c2nonc2N)cc1
-0.3%	-1.3%	4.0%	FC(F)(F)c1ccc(Cl)c(NC2=NCCCCC2)c1
-0.8%	-7.0%	5.2%	CN1CCN(C(=O)CSc2nnc(COc3ccc(Cl)cc3)o2)CC1
0.0%	-4.1%	-1.7%	Cc1ccccc1NS(=O)(=O)c1cc(C(=O)NCc2ccncc2)ccc1Cl
-0.1%	0.5%	-2.2%	O=C(O)COc1ccc(NC(=O)c2ccc3c(c2)C(=O)N(C2CCCCC2)C3=O)cc1

(cont.)
SMILES	West Nile virus CPE	Siah-1 displacement	Salmonella PhoP GFP
CS(=O)(=O)N1CCN(C(=O)CCc2ccccc2)CC1	0.3%	7.1%	-5.5%
COc1ccc(N(C(=O)c2ccco2)C(C(=O)NC2CCCC2)c2ccncc2)cc1 (stereo not given)	-0.3%	0.7%	-2.9%
O=C(c1ccccc1Cl)N1CCC(N2CCC(C(=O)N3CCCC3)CC2)CC1	0.1%	2.5%	-4.5%
COc1ccc(C(=O)N2CCCC(c3nc(-c4ccc(C)o4)no3)C2)cc1OC (stereo not given)	-0.3%	-1.1%	4.6%
COc1ccccc1CNC(=O)[C@H](C)NC(=O)C1CCN(C(=O)[C@@H](N)Cc2ccccc2)CC1	1.2%	6.9%	-9.1%
COc1ccc2nc(CCN(C)C(=O)C3CCC(=O)N(Cc4cccc(F)c4)C3)[nH]c2c1 (stereo not given)	0.3%	4.5%	-8.1%
COc1ccc(-n2nc3c(c2NC(=O)COc2ccccc2)CS(=O)(=O)C3)cc1	0.3%	8.6%	-4.5%
O=C(Nc1ccc(NC(=O)c2ccc([N+](=O)[O-])cc2[N+](=O)[O-])cc1)c1ccco1	-0.4%	13.3%	3.4%
CCOc1ccc(S(=O)(=O)n2ccc(C)n2)cc1	-1.3%	1.0%	-4.0%
CCCn1c(COc2ccccc2OC)nc2ccccc21	-0.8%	-6.3%	10.5%

Look-ups from the list:
Under Salmonella PhoP GFP, COc1ccc(-n2nc3c(c2NC(=O)COc2ccccc2)CS(=O)(=O)C3)cc1 is listed with -4.5%
Under Salmonella PhoP GFP, CCOc1ccc(S(=O)(=O)n2ccc(C)n2)cc1 is listed with -4.0%
Under Salmonella PhoP GFP, CCCn1c(COc2ccccc2OC)nc2ccccc21 is listed with 10.5%
Under West Nile virus CPE, O=C(c1ccccc1Cl)N1CCC(N2CCC(C(=O)N3CCCC3)CC2)CC1 is listed with 0.1%
Under Salmonella PhoP GFP, COc1ccc(C(=O)N2CCCC(c3nc(-c4ccc(C)o4)no3)C2)cc1OC (stereo not given) is listed with 4.6%
Under West Nile virus CPE, COc1ccc(N(C(=O)c2ccco2)C(C(=O)NC2CCCC2)c2ccncc2)cc1 (stereo not given) is listed with -0.3%
Under Salmonella PhoP GFP, COc1ccccc1CNC(=O)[C@H](C)NC(=O)C1CCN(C(=O)[C@@H](N)Cc2ccccc2)CC1 is listed with -9.1%

The results go on.
SMILES	West Nile virus CPE	Siah-1 displacement	Salmonella PhoP GFP
Cc1ccc2c(c1)OC(c1ccc3c(c1)OCCO3)CC2=O (stereo not given)	-0.3%	0.7%	0.8%
Cc1c(C(=O)N(C)CCC#N)oc2ccc(S(=O)(=O)N3CC(C)CC(C)C3)cc12 (stereo not given)	0.9%	-1.2%	-5.3%
COCCCNC(=O)C1CCN(C(=O)c2oc3cc4sc(N(C)C)nc4cc3c2C)CC1	1.3%	10.7%	-5.9%
Cc1ccc(/C=C2/Sc3ccc(C(=O)NCc4ccccn4)cc3NC2=O)cc1	0.9%	5.7%	-8.2%
COc1cccc(-c2ccc(SCC(=O)NC3CCCCC3)nn2)c1	-0.8%	0.4%	-5.6%
O=C(NC1CC1)c1ccc2c(c1)N(Cc1ccc(Cl)cc1)CCS2	-0.1%	-1.6%	2.4%
COCC(C)n1c(SCc2ccc(C(=O)OC)cc2)nc2ccccc2c1=O (stereo not given)	-0.3%	0.7%	-3.6%
Cn1c(CN2CCOCC2)nnc1SCC(=O)Nc1cccc(C(F)(F)F)c1	-0.1%	2.2%	-0.2%
COc1ccc(NC(=O)c2cc3ccccc3cc2O)cc1	-0.8%	5.6%	9.8%
O=S1OCCN1c1ccccc1 (stereo not given)	0.7%	0.9%	4.7%
COC(=O)c1ccc(NC(=O)CSc2nncn2-c2cccnc2)cc1	-0.4%	8.1%	-0.8%

Bioassay records (PubChem BioAssay)
